Runt-SMMHC FRET = inhibitors of RUNX1 Runt–CBFb-SMMHC binding, primary screen, biochemical, FRET, Cerulean-Runt, Venus-CBFb-SMMHC, uHTS; Cerulean-Runt/Venus-CBFb-SMMHC FRET ratio 530/480, 1 h; inhibition, % at 20 µM; 220,000 tested, 0.74% active; AID 1434, 2008;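 active means mean inhibition across duplicate retests at 20 µM reaching about 50%, limit read from the data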;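 further: 0% = DMSO wells and 100% = wells with excess untagged CBFb-SMMHC; inhibitors lower the FRET ratio by blocking Runt binding to CBFb-SMMHC; some results filed as inactive read as strong as hits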
Target sequence (Q01196 whole entry, looked up): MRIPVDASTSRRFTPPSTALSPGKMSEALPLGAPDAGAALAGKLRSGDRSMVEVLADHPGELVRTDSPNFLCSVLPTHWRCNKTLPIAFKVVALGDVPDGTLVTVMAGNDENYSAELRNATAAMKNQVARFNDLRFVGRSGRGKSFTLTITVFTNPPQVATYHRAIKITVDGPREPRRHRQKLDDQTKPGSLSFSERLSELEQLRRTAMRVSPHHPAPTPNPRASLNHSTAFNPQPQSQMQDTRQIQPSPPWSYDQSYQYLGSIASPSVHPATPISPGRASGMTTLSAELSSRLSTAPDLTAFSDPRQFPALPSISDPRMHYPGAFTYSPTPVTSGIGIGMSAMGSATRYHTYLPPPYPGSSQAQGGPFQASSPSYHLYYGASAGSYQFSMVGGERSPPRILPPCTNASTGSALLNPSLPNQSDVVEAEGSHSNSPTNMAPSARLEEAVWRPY
Target sequence (Q13951 whole entry, looked up): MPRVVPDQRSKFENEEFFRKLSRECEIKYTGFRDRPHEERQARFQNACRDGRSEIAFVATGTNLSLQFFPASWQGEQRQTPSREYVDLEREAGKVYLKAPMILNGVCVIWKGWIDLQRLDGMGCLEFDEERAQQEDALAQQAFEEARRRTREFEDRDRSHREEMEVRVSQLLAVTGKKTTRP
Mdm2 ligase inh = MDM2-luciferase reporter signal enhancers, primary screen, MDM2 E3 ligase inhibitor project, cell-based, luminescence, 1536-well. cell-based MDM2 ubiquitination luciferase reporter, 2 h; 0 = plate control, 100 = twice control, blank-subtracted. 210,000 tested, 0.11% active. signal enhancement, % at 5 µM. E3 ubiquitin-protein ligase Mdm2 (Homo sapiens), Q00987;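 active means signal enhancement of 30% or more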;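 further: luminescence tracks abundance of the self-degrading MDM2-luciferase fusion protein; higher signal means inhibition of MDM2 E3 ligase activity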
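Material: stable MDM2–luciferase fusion reporter cells / Quantity: 2000 cells/well / Dosing: single 5 µM compound dose, 0.2% final DMSO / Buffer or medium: DMEM / Schedule: 4 h cell settling then 2 h compound exposure, 37 °C / Detection: luminescence with SteadyLite reagent, 15 min at room temperature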
14-3-3 Bad inh = inhibitors of 14-3-3 zeta/Bad binding, primary screen, biochemical, TR-FRET, bovine 14-3-3 zeta | 14-3-3 protein zeta/delta (Bos taurus), P63103 | TR-FRET 14-3-3zeta/Dy647-pBad peptide displacement, 1 h | inhibition, % at 21.7 µM | 220,000 tested, 0.71% active;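 active means inhibition above about 70%, limit read from the data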;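 further: 0% = full 14-3-3 plus peptide FRET controls and 100% = background without 14-3-3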
Hck Nef HTS = inhibitors of Nef-activated human Hck kinase, primary screen, biochemical, Z-Lyte FRET, 384-well, Hck-YEEI | Tyrosine-protein kinase HCK (Homo sapiens), P08631 | Recombinant Hck-YEEI plus Nef, Z-Lyte FRET kinase assay | inhibition, % at 20 µM | 220,000 tested, 0.68% active;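 active means Hck-Nef kinase inhibition above about 50%, limit read from the data; inactive means inhibition below that limit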;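 further: 0% = DMSO with Hck plus Nef and 100% = Hck alone without Nef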
Tb hexokinase = Trypanosoma brucei hexokinase 1 inhibitors, primary screen, biochemical, G6PDH-coupled NADH absorbance, MLSCN library; hexokinase 1 [Trypanosoma brucei]; recombinant TbHK1, G6PDH-coupled NADH A340; inhibition, % at 10 µM; 220,000 tested, 0.11% active;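 active means inhibition of 50% or more in the single-dose primary screen; inactive means inhibition below 50%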
zVAD death inh = inhibitors of zVAD-triggered necroptosis, primary screen, L929 cells; L929 zVAD necroptosis rescue, ATP luminescence, 24 h; with zVAD 60 µM; 220,000 tested, 0.38% active; AID 1377, 2008; viability rescue, % at 10 µM;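 active means activation, scaled between plate controls, above about 75%, limit read from the data; inactive means activation under that limit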;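 further: 0% = zVAD with DMSO and 100% = DMSO alone without zVAD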
NCF1 inh = p47phox/p22phox peptide binding inhibitors, primary screen, biochemical, uHTS, NADPH oxidase regulatory subunit; Neutrophil cytosol factor 1 (Homo sapiens), P14598; fluorescence polarization, 2 h; inhibition, % at 24.7 µM; 220,000 tested, 0.53% active;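 active means inhibition above about 30%, limit read from the data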;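 further: 0% = p47phox with labelled peptide and 100% = labelled peptide alone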
Target sequence (P14598 whole entry, looked up): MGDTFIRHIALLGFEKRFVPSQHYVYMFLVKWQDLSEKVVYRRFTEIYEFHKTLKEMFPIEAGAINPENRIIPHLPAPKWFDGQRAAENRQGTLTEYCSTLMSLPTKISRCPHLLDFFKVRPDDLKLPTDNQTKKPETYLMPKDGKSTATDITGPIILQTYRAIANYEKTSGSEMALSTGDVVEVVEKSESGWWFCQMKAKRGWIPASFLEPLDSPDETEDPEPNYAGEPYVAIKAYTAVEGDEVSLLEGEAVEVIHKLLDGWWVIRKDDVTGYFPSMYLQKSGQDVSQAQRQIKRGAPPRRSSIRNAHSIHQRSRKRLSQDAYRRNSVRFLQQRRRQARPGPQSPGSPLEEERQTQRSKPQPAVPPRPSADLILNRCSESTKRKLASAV
Runt-CBFb FRET = inhibitors of RUNX1 Runt–CBFb binding, primary screen, biochemical, FRET, Cerulean-Runt, Venus-CBFb, uHTS | Cerulean-Runt/Venus-CBFb FRET ratio 530/480, 1 h | inhibition, % at 20 µM | 220,000 tested, 0.46% active;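 active means inhibition over about 50% at 20 µM in the single-dose screen, limit read from the data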;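 further: 0% = DMSO wells and 100% = excess unlabeled CBFb competitor control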
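Assay system: Cerulean-Runt domain / Medium: Tris 50 mM pH 7.5, KCl, K2SO4, 0.01% BSA / Timing: protein complex preformed 1 h, compound exposure 1 h, room temperature, dark / Measured by: FRET, excitation 422 nm, emission at 530 and 480 nm / Evaluation: loss of energy transfer signal / Control set: 5 µM unlabeled CBFb as full-inhibition high control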
EBV gp42 block = Epstein-Barr virus gp42 inhibitors, primary screen, biochemical, uHTS, fluorescence polarization | inhibition, % (tested at 21.74 µM) | Fluorescence polarization binding assay, mP read-out | 220,000 tested, 0.42% active | Glycoprotein 42 (Epstein-Barr virus (strain AG876)), Q1HVG2; in the data active means inhibition above about 50%
An asterisk follows results filed as active; · = not tested or not shown; [ ] = dose if it differs, or a comment. Rows were taken by chance; about 3.2% have a hit in one of these screens.

Sample of the layout (6 entries):
No.	SMILES	Runt-SMMHC FRET	Mdm2 ligase inh	14-3-3 Bad inh	Hck Nef HTS	Tb hexokinase
1	O=C(CSc1nnc(CNC(=O)c2ccccc2F)o1)NCc1ccccc1	-1	-12	-1	5	4
2	Cn1c(N)c(C(=O)COC(=O)CCC(=O)c2ccc(F)cc2)c(=O)n(C)c1=O	-2	-17	0	25	0
3	COc1ccccc1N(CC(O)CN1C(=O)NC(C)(C)C1=O)S(=O)(=O)c1ccc(C)cc1 (stereo not given)	-2	-8	-12	-2	-1
4	O=C(NNc1c2ccccc2nc2ccccc12)c1cc2ccccc2cc1O	24	-7	-1	11	-11
5	CCC(C)NC(=O)C1CCCN(c2nc(C)cc(OC)n2)C1 (stereo not given)	5	·	5	-1	4
6	Cc1cc(=O)n2c(n1)NC(Nc1cccc(C)c1C)=NC2c1ccccc1 (stereo not given)	0	-9	1	16	-17

No.	zVAD death inh	NCF1 inh	Runt-CBFb FRET	EBV gp42 block
1	1.5	-4	2	-2
2	-0.9	-12	0	-19
3	0.1	-10	-4	-8
4	2.3	2	30	21
5	-0.2	-9	-3	-2
6	-0.4	0	0	-10

This part in full, from the first entry:
No.	SMILES	Runt-SMMHC FRET	Mdm2 ligase inh	14-3-3 Bad inh	Hck Nef HTS	Tb hexokinase
1	O=C(CSc1nnc(CNC(=O)c2ccccc2F)o1)NCc1ccccc1	-1	-12	-1	5	4
2	Cn1c(N)c(C(=O)COC(=O)CCC(=O)c2ccc(F)cc2)c(=O)n(C)c1=O	-2	-17	0	25	0
3	COc1ccccc1N(CC(O)CN1C(=O)NC(C)(C)C1=O)S(=O)(=O)c1ccc(C)cc1 (stereo not given)	-2	-8	-12	-2	-1
4	O=C(NNc1c2ccccc2nc2ccccc12)c1cc2ccccc2cc1O	24	-7	-1	11	-11
5	CCC(C)NC(=O)C1CCCN(c2nc(C)cc(OC)n2)C1 (stereo not given)	5	·	5	-1	4
6	Cc1cc(=O)n2c(n1)NC(Nc1cccc(C)c1C)=NC2c1ccccc1 (stereo not given)	0	-9	1	16	-17
7	Cn1c(=O)c(C(=O)NCC2CCCO2)c(O)c2ccccc21 (stereo not given)	·	-14	6	23	-16
8	COc1ccc(/C=C2\C(=O)N(Cc3ccc(F)cc3)CC(=O)N2Cc2ccccc2)cc1	-4	-6	-6	2	-13
9	COC(=O)c1ccc(CN2CCN(Cc3ccc(F)cc3)C(CCO)C2)cc1 (stereo not given)	3	-20	2	4	5
10	CCc1c(C)nc2ncnn2c1NCCc1ccc(OC)cc1	0	-5	6	1	3
11	COCCNC(=O)CNS(=O)(=O)c1ccc2nc(C)sc2c1	3	-19	-3	-1	14
12	Cc1ccc(/C=N/n2c(-c3ccccn3)n[nH]c2=S)o1	5	-4	-12	-167	17

No.	zVAD death inh	NCF1 inh	Runt-CBFb FRET	EBV gp42 block
1	1.5	-4	2	-2
2	-0.9	-12	0	-19
3	0.1	-10	-4	-8
4	2.3	2	30	21
5	-0.2	-9	-3	-2
6	-0.4	0	0	-10
7	13	-10	·	-3
8	-0.2	-12	0	-6
9	0.0	-6	-2	-1
10	0.6	-18	0	-20
11	1.0	-38	-1	-8
12	-1.9	-1	18	-20

2 entries picked at random from the list so far:
No.	SMILES	Runt-SMMHC FRET	Mdm2 ligase inh	14-3-3 Bad inh	Hck Nef HTS	Tb hexokinase
8	COc1ccc(/C=C2\C(=O)N(Cc3ccc(F)cc3)CC(=O)N2Cc2ccccc2)cc1	-4	-6	-6	2	-13
7	Cn1c(=O)c(C(=O)NCC2CCCO2)c(O)c2ccccc21 (stereo not given)	·	-14	6	23	-16

No.	zVAD death inh	NCF1 inh	Runt-CBFb FRET	EBV gp42 block
8	-0.2	-12	0	-6
7	13	-10	·	-3

Additional entries follow.
No.	SMILES	Runt-SMMHC FRET	Mdm2 ligase inh	14-3-3 Bad inh	Hck Nef HTS	Tb hexokinase
13	CCOc1ccc(C(=O)Nc2nc3ccccc3[nH]2)cc1OCC	0	-8	1	18	-12
14	Cc1cc(=O)n2[nH]c(COc3ccccc3)nc2n1	-3	-7	-12	13	1
15	O=C(c1cccs1)N1CCN(CCc2ccccc2)CC1	-2	5	0	8	-4
16	Cc1nn(C)c(Cl)c1CN1CCN(C2CCCCC2)C(CCO)C1 (stereo not given)	-5	2	-8	19	-3
17	Cc1c(NC(=O)CC(C)C)c(=O)n(-c2ccccc2)n1C	-1	-37	-9	1	1
18	Cc1cnc(NC(=O)C2COc3ccccc3O2)s1 (stereo not given)	-5	-6	-4	1	-3
19	COc1ccc2nc(NC(=O)CCNS(=O)(=O)c3ccc4c(c3)oc(=O)n4C)sc2c1	-6	-16	-9	2	8
20	COc1ccccc1NC(=O)CN1CCN(c2ccccc2OC)CC1	3	-22	-4	-7	-12
21	CC(=O)C1=C(C)NC(=O)NC1c1cccs1 (stereo not given)	-1	-12	9	1	-7
22	CCSc1nnc2c(n1)[nH]c1c(C)cccc12	0	-29	-5	7	35
23	CC1=C(C(=O)N2CCOCC2)C(c2cccc(C)c2)NC(=S)N1 (stereo not given)	2	3	-3	2	1
24	CCn1nc(C(=O)OCC(=O)NCCN2C(=O)CSC2=O)c2ccccc2c1=O	2	-12	-22[fluorescence artefact?]	-1	4

No.	zVAD death inh	NCF1 inh	Runt-CBFb FRET	EBV gp42 block
13	27	3	-1	7
14	0.2	-1	0	7
15	1.1	-10	-1	-3
16	1.0	-2	118*	-11
17	-0.2	-4	-2	7
18	1.1	-19	-1	-40
19	2.4	-5	0	-12
20	-0.6	1	-3	10
21	1.2	-5	1	1
22	-0.2	-21	-2	-22
23	0.7	-2	1	-8
24	-0.2	-4	1	-14

Other records.
No.	SMILES	Runt-SMMHC FRET	Mdm2 ligase inh	14-3-3 Bad inh	Hck Nef HTS	Tb hexokinase
25	COC(=O)c1ccc(C2/C(=C(\O)c3cccc(OC)c3)C(=O)C(=O)N2CCCN2CCOCC2)cc1 (stereo not given)	-3	-6	3	0	-21
26	O=C(COc1cccc(Cl)c1)Nc1nc(-c2ccc(S(=O)(=O)N3CCOCC3)cc2)cs1	0	9	-16	6	-3
27	O=C(Oc1ccc2ccccc2c1Cl)N1CCCC1	1	-19	-7	2	-1
28	O=C(NC(=O)N1CCN(c2ccc([N+](=O)[O-])cn2)CC1)c1c(Cl)cccc1Cl	-8	0	0	7	-10
29	Cc1ccc(C(=O)Nc2cccc(C(F)(F)F)c2)cc1NC(=O)c1cnnc2ccccc12	-6	15	24	74*	-9
30	COc1ccc(Cn2c(C3CC3)nc3ccc(NC(=O)c4ccco4)cc3c2=O)cc1	-2	-2	-1	4	-15
31	COc1cccc(-c2cn3nc4c(nc3n2)CCCC4)c1	3	-9	1	9	-1
32	Fc1ccc(-c2nc3ccccc3[nH]2)cc1	-2	-22	-2	19	0
33	N#Cc1cccc(NC(=O)c2ccccc2C(=O)O)c1	0	2	-1	5	8
34	CCC(=O)/C=C1/Sc2ccc(OC)cc2N1CC	0	-6	-9	1	-32
35	CCOc1ccc(NC(=O)COC(=O)Cc2ccc(S(=O)(=O)N3CCOCC3)s2)cc1	-2	-18	18	5	-4
36	COc1ccc(Nc2ccc(N3C(=O)CCCC3=O)cc2[N+](=O)[O-])cc1OC	-4	3	10	3	30

No.	zVAD death inh	NCF1 inh	Runt-CBFb FRET	EBV gp42 block
25	0.5	-2	1	-10
26	1.1	-29	-2	-15
27	0.0	2	-3	-17
28	0.6	-6	3	-14
29	72	13	2	-14
30	2.3	-27	-1	0
31	-0.4	-10	-1	-37
32	3.3	-5	0	-7
33	0.6	-6	0	0
34	0.9	-17	·	-9
35	0.3	-18	-3	-7
36	-0.4	-12	-3	-16

Going on with the list.
No.	SMILES	Runt-SMMHC FRET	Mdm2 ligase inh	14-3-3 Bad inh	Hck Nef HTS	Tb hexokinase
37	O=C1CCC(=O)N1N1C(=O)C2C3c4ccccc4C(c4ccccc43)C2C1=O (stereo not given)	-3	-5	-2	7	-5
38	COc1ccc(CCNC(=O)COC(=O)Cc2cc(OC)c(OC)c(OC)c2)cc1	14	-2	-15	-18	1
39	O=c1oc2ccccc2c(O)c1C=NCc1ccccn1	6	1	-4	1	-16
40	O=C(OCc1ccccc1)c1ccc(Br)o1	3	1	5[fluorescence artefact?]	4	3
41	O=C(Oc1ccccc1/C=C\C(=O)c1cc2ccccc2o1)c1ccccc1	0	-14	-13	4	-14
42	COc1cccc(C2C(C(=O)c3sc(C)nc3C)=C(O)C(=O)N2CCN2CCOCC2)c1OC (stereo not given)	2	-9	11	0	-33
43	NC(N)=NC1=NC(=O)C(Cc2ccccc2Cl)S1 (stereo not given)	0	-11	-3	4	-3
44	COc1ccc(NC(=O)CSc2nnc(NC(=O)c3ccccc3C(=O)O)s2)cc1	1	-4	6	25	-5
45	CC1CC(C)CN(C(=O)c2ccc(CSc3nc4ccncc4[nH]3)cc2)C1 (stereo not given)	4	·	5	-3	0
46	COc1cc(CN2CCN(C(=O)c3ccc(-c4ccccc4)cc3)CC2)cc(OC)c1OC	·	-5	58	24	-7
47	O=C(NC1=NCCS1)C1COc2ccccc2O1 (stereo not given)	0	-86	-1[fluorescence artefact?]	-1	3
48	O=C(CCNC(=O)c1ccccc1Cl)Nc1nccs1	1	-2	-18	1	1

No.	zVAD death inh	NCF1 inh	Runt-CBFb FRET	EBV gp42 block
37	1.8	-2	0	7
38	1.0	-1	-2	-3
39	-0.3	-14	-2	-6
40	-0.1	9	-1	-8
41	-0.2	-23	-2	-8
42	0.8	-13	0	-8
43	0.4	-13	3	-11
44	4.2	-3	-1	-12
45	·	-10	-2	-14
46	3.0	-2	·	-6
47	-0.5	-17	0	-16
48	2.6	-4	1	-1

(more compounds)
No.	SMILES	Runt-SMMHC FRET	Mdm2 ligase inh	14-3-3 Bad inh	Hck Nef HTS	Tb hexokinase
49	Cc1ccc(CSc2nnc(-c3ccccn3)n2C)cc1	1	-4	7	2	35
50	CCn1c(CNC(=O)Cc2ccc(OC)cc2)nnc1SCC(=O)Nc1ccc(C(=O)O)cc1	-2	-22	-10	11	4
51	NC(=O)c1ccc(-n2nnnc2Oc2ccccc2C(=O)N2CCOCC2)cc1	-3	-10	22[fluorescence artefact?]	1	-1
52	CCNC(=O)CN(Cc1ccccc1)S(=O)(=O)c1ccccc1	0	-30	-4	0	0

No.	zVAD death inh	NCF1 inh	Runt-CBFb FRET	EBV gp42 block
49	-0.2	-8	-2	-11
50	1.0	-2	-1	1
51	-0.2	-13	0	4
52	-0.9	-4	1	-10
